Screens deposited in PubChem by Southern Research Specialized Biocontainment Screening Center.
PhoP GFP inhibition – Inhibition of PhoP regulon, Salmonella typhi GFP reporter cells, confirmation, 4 h (AID 1850); Salmonella Typhi PhoP-promoter GFP reporter, fluorescence, 4 h; higher % means a stronger effect; 0.33% of 310,000 active; inhibition, % at 50 µM; hits with a dose series show IC50 in µM; in the data active = a potency from the dose series; inconclusive = inhibition mostly from about 25% at the one dose, without a potency; inactive = the rest, 99 in 100 with inhibition below about 19%;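 also: 0% = induced wells with vehicle and 100% = uninduced wells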
H1N1 NS1A inhibition – H1N1 influenza NS1A inhibitors, functional cell based assay (AID 504329); NS1A functional cell-based assay, percent inhibition; higher % means a stronger effect; inhibition, % at 12.5 µM, or IC50 in µM where a hit was titrated; 0.3% of 340,000 active; in the data active = a potency from the dose series; inconclusive = inhibition above about 27% without an active follow-up result; also: strong numbers were not always called active
H37Rv inhibition – M. tuberculosis growth inhibition, HTS (AID 449762); M. tuberculosis H37Rv growth inhibition, 7H9 media; higher % means a stronger effect; one-dose inhibition, % at 25 µM; IC50 in µM for titrated hits; 0.59% of 330,000 active; in the data active = a potency from the dose series; inconclusive = inhibition above about 70% without an active follow-up result;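 also: bacterial growth assessed after seven days of incubation; strong numbers were not always called active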
inhibitors of VEEV – inhibitors of VEEV TC-83 cytopathic effect, confirmation, Vero cells (AID 588727); Vero cells, VEEV TC-83 cytopathic effect inhibition; higher % means a stronger effect; inhibition, % at 20 µM, or IC50 in µM where a hit was titrated; 0.13% of 350,000 active; in the data active = a potency from the dose series; inconclusive = inhibition mostly from about 14% at the one dose, without a potency; inactive = the rest, 99 in 100 with inhibition below about 12%; also: strong numbers were not always called active
M. tuberculosis – growth inhibition of non-replicating M. tuberculosis (AID 488890); one-dose inhibition, % at 25 µM; IC50 in µM for titrated hits; Mycobacterium tuberculosis non-replicating, growth inhibition; higher % means a stronger effect; 0.39% of 320,000 active; in the data active = a potency from the dose series; inconclusive = inhibition mostly from about 82% at the one dose, without a potency; inactive = the rest, 99 in 100 with inhibition below about 76%;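 also: plate controls were DMSO cells for no effect and high antibiotic wells for full effect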
inhibitors of VEEV 10K pilot screen – further read-out of inhibitors of VEEV, marked with its call; inhibition, %; measured here: 10K pilot screen inhibition
Numbers without * were called inactive; i = inactive; ? = inconclusive; · = no result given.

SMILES	PhoP GFP inhibition	H1N1 NS1A inhibition	H37Rv inhibition	inhibitors of VEEV	M. tuberculosis	others
CCc1ccc(Nc2c([N+](=O)[O-])c(=O)oc3ccccc23)cc1	7%	-13%	?	3.1%	44%
O=C(O)c1ccc2c(c1)CC(c1ccccc1)OC2=O (centres undefined)	-6%	-6%	-5%	0.4%	1%	inhibitors of VEEV 10K pilot screen=0.2
COc1cccc(NC(=O)Cn2c(=O)n(-c3cc(OC)c(OC)c(OC)c3)c(=O)c3ccccc32)c1	10%	4%	4%	1.4%	-11%
CCOCCCn1cnc2c3cc(F)ccc3n(C)c2c1=O	10%	-15%	3%	0.1%	11%
Cc1ccc(CNC(=O)CCOc2ccc(C(C)(C)C)cc2)cc1	-7%	5%	9%	0.5%	21%
COC(=O)c1c(C)[nH]c(C(=O)OC(C)C(=O)N2CCOCC2)c1C (centres undefined)	3%	-12%	-2%	2.5%	-17%
CC1=[N+]([O-])C(N2CCOCC2)C(O)(c2ccccc2)C1 (centres undefined)	-5%	-3%	2%	0.9%	-10%
CCN1C(=O)[C@H]2[C@@H](c3ccc(C)cc3)N3C(=O)N(c4ccc(OC)cc4)C(=O)[C@@]3(C)[C@H]2C1=O	1%	2%	3%	0.9%	4%
CC(=O)OC[C@]12CC[C@H]3[C@@](C)(CC[C@H]4C(C)(C)CCC[C@]34C)[C@@H]1C[C@@H](C1=CC(=O)O[C@@H]1OC(C)=O)O2	·	·	34%	·	?
N#Cc1ccc(-c2ccc(F)cc2)nc1Oc1ccc(Cl)c(Cl)c1	1%	0%	-2%	i	-4%
CCCCNS(=O)(=O)c1ccc(S(=O)(=O)n2cnc3ccccc32)cc1	-4%	5%	3%	2.5%	-12%
CC(C)NS(=O)(=O)c1ccc(OCC(=O)Nc2ccc3c(c2)OCCO3)cc1	0%	6%	8%	0.6%	6%
O=[N+]([O-])c1cc(-n2cccc2)ccc1N1CCOCC1	8%	12%	6%	5.6%	7%
COc1cc(/C=C/C(=O)NC(C)CCc2ccccc2)cc(OC)c1OC (centres undefined)	-5%	4%	0%	5.1%	11%
O=[N+]([O-])C1=CC=C2C(=NC3(CCCCC3)N2O)C1=NCCO	12%	4%	4%	0.3%	4%

Structures listed so far containing sulfur, in the order listed:
SMILES	PhoP GFP inhibition	H1N1 NS1A inhibition	H37Rv inhibition	inhibitors of VEEV	M. tuberculosis	others
CCCCNS(=O)(=O)c1ccc(S(=O)(=O)n2cnc3ccccc32)cc1	-4%	5%	3%	2.5%	-12%
CC(C)NS(=O)(=O)c1ccc(OCC(=O)Nc2ccc3c(c2)OCCO3)cc1	0%	6%	8%	0.6%	6%

The list continues:
SMILES	PhoP GFP inhibition	H1N1 NS1A inhibition	H37Rv inhibition	inhibitors of VEEV	M. tuberculosis	others
ClCCN1CCSCC1	·	-2%	·	1.4%	·
COc1ccccc1OCC(=O)N(Cc1nc(-c2ccc(Cl)cc2)no1)C(C)C	12%	-1%	0%	4.7%	·
O=C(CN1C(=O)NC2(CCCC2)C1=O)OCC(=O)c1cccc(Cl)c1	·	-6%	·	2.9%	·
O=C(COC(=O)c1cccnc1Cl)Nc1cccc(S(=O)(=O)N2CCCCC2)c1	3%	6%	-5%	0.4%	5%
CC(=O)Nc1ccc(S(=O)(=O)N(Cc2ccccc2)c2ccccc2)cc1	-16%	4%	-4%	0.5%	-14%
COC(=O)C(Cc1cnc[nH]1)NC(=O)C1CCC(=O)N1 (centres undefined)	-6%	0%	-2%	1.4%	-14%
CCN(CCO)C(=O)c1ccc2nc(Cc3ccc(OC)cc3)oc2c1	5%	-5%	1%	1.3%	9%
C[C@@H](CN1C2=NC[C@H](Cc3ccc(O)cc3)N2C[C@H]1Cc1ccc(O)cc1)NC(=O)CCC1CCCCC1	2%	4%	62%	0.1%	?
Cc1ccc(C(=O)N/N=C\c2ccccc2[N+](=O)[O-])cn1	·	4%	·	0.2%	·
COc1ccc2nc(SCc3ccccc3C)nc(C)c2c1	0%	-7%	-3%	i	-4%
FC(F)(F)c1ccc(NC(=S)NCc2ccccc2)cc1	3%	8%	5%	2.5%	?
COC(=O)c1cccnc1NC(=S)NC1CCCCC1	-2%	-7%	-9%	i	37%
CCNC(=O)/C(C#N)=C/c1c(N(Cc2ccccc2)Cc2ccccc2)nc2ccccn2c1=O	-3%	20%	-8%	7.0%	20%
Cc1nc2ccccc2c(=O)n1/N=C/c1ccncc1	-5%	-6%	0%	2.1%	-8%
Cc1c(C(=O)OCC(=O)NC(C)c2ccccc2)oc2ccccc12 (centres undefined)	-4%	-4%	-2%	1.3%	2%

Molecules from the list above with a cyano group, in the order listed:
SMILES	PhoP GFP inhibition	H1N1 NS1A inhibition	H37Rv inhibition	inhibitors of VEEV	M. tuberculosis	others
N#Cc1ccc(-c2ccc(F)cc2)nc1Oc1ccc(Cl)c(Cl)c1	1%	0%	-2%	i	-4%
CCNC(=O)/C(C#N)=C/c1c(N(Cc2ccccc2)Cc2ccccc2)nc2ccccn2c1=O	-3%	20%	-8%	7.0%	20%

Five entries drawn at random from the list so far:
SMILES	PhoP GFP inhibition	H1N1 NS1A inhibition	H37Rv inhibition	inhibitors of VEEV	M. tuberculosis	others
CC1=[N+]([O-])C(N2CCOCC2)C(O)(c2ccccc2)C1 (centres undefined)	-5%	-3%	2%	0.9%	-10%
FC(F)(F)c1ccc(NC(=S)NCc2ccccc2)cc1	3%	8%	5%	2.5%	?
CCCCNS(=O)(=O)c1ccc(S(=O)(=O)n2cnc3ccccc32)cc1	-4%	5%	3%	2.5%	-12%
COC(=O)c1c(C)[nH]c(C(=O)OC(C)C(=O)N2CCOCC2)c1C (centres undefined)	3%	-12%	-2%	2.5%	-17%
ClCCN1CCSCC1	·	-2%	·	1.4%	·

Additional entries.
SMILES	PhoP GFP inhibition	H1N1 NS1A inhibition	H37Rv inhibition	inhibitors of VEEV	M. tuberculosis	others
COc1ccc(C(=O)NCC(=O)N2CCNC(=O)C2)cc1OC	-2%	-1%	9%	0.6%	-16%
Cc1cc(C)c(C(=O)c2ccccc2)c(C)c1	·	-1%	·	0.8%	·
O=C(c1cc(COc2ccc(F)cc2Cl)on1)N1CCN(c2cnccn2)CC1	10%	-5%	53%	5.8%	65%
CCN1CCN(c2ccccc2NC(=O)c2ccc(-n3cccn3)cc2)CC1	·	-2%	3%	6.8%	-5%
O=C(NCC1CCCO1)c1cccc(NC(=O)c2ccccc2)c1 (centres undefined)	1%	9%	5%	4.2%	4%
O=C(CSCc1ccc(Cl)cc1)Nc1cccc(C(=O)Nc2ccccc2C(=O)O)c1	4%	-6%	-3%	i	2%
COc1ccc(C2SCC(=O)N2c2nc3ccccc3s2)cc1 (centres undefined)	-5%	-9%	10%	2.3%	47%
CC(C)CC(c1nnnn1C(C)(C)C)N1CCN(Cc2ccccc2)CC1 (centres undefined)	-4%	-18%	-3%	i	5%
CC(C)C(=O)Nc1ncc(Cc2cccc(Cl)c2)s1	5%	7%	21%	7.7%	34%
CCOc1ccc(-n2nnc3c(=O)n(CC(=O)c4ccccc4)cnc32)cc1	-8%	-8%	-11%	0.6%	-16%
Cc1sc(NC(=O)CSc2nnc(COc3ccccc3)n2C)c(C#N)c1C	-5%	6%	2%	0.3%	-10%
COC(=O)c1ccc(NC(=O)c2ccccc2N(C)S(=O)(=O)c2ccccc2)cc1	25%	-4%	-3%	1.8%	1%
O=C(NCC1CCCO1)C(c1cccnc1)N(C(=O)Cc1cccs1)c1cccnc1 (centres undefined)	5%	-4%	5%	i	7%
COc1cccc(CNC(=O)CC(NC(=O)c2ccccc2)c2ccccc2)c1 (centres undefined)	-2%	7%	-2%	i	-3%
CC1CC1C(=O)N(CCC1=CCCCC1)c1c(N)n(Cc2ccccc2)c(=O)[nH]c1=O (centres undefined)	0%	-8%	17%	11%	44%
COc1ccc(N=C2NC(=O)/C(=C/c3ccco3)S2)cc1	-2%	-11%	-2%	1.2%	-8%
CCOc1ccc(NCC(=O)Nc2ccc(C)cc2C)cc1	0%	0%	?	1.5%	?
Cc1cc(NC(=O)COC(=O)C2CCN(S(=O)(=O)c3cccc(Cl)c3Cl)CC2)no1	-16%	-13%	3%	5.5%	0%
Cc1ccc(CC(=O)N2CCN(c3cccc(C(F)(F)F)c3)CC2)cc1	-18%	0%	7%	5.4%	19%	inhibitors of VEEV 10K pilot screen=0.0
CCOC(=O)c1oc2ccccc2c1NC(=O)c1cccc(OC)c1OC	4%	2%	-3%	i	19%
COc1ccc(/C=C(/NC(=O)c2ccc(C)cc2)C(=O)NCc2ccncc2)cc1	-5%	1%	9%	i	8%
O=S(=O)(c1ccc(OCC(O)CN2CCc3ccccc3C2)cc1)N1CCOCC1 (centres undefined)	15%	6%	17%	i	16%
C/C(=N\Nc1cccc(Cl)c1)C1(C)N(O)C(C)(C)C(c2ccco2)=[N+]1[O-] (centres undefined)	9%	-13%	-7%	0.9%	65%
CCc1ccc2[nH]cc(C(=O)OCCOC)c(=O)c2c1	0%	3%	-9%	0.9%	-20%
COc1ccc(-c2noc(CCCC(=O)NCCc3ccccc3)n2)cc1OC	3%	4%	0%	6.5%	11%
C=C(C)Cn1c(CCNC(=O)CC)nc2ccccc21	1%	18%	-12%	0.8%	-22%
O=c1[nH]c2cccc(F)c2n2cccc12	-3%	23%	2%	1.5%	-13%
COCCSc1ccccc1C(=O)NCc1ccc2c(c1)OCO2	-1%	9%	11%	0.5%	9%
COc1ccc(N(CC(=O)NC2CCCC2)S(=O)(=O)c2c(C)[nH]c(=O)[nH]c2=O)cc1	·	-2%	-3%	0.4%	6%
COc1cccc(N=NC2C(=O)N(C(N)=S)N=C2C)c1 (centres undefined)	1%	-12%	?	8.9%	?
CCOc1cc(NC(=S)NCC(C)C)c(OCC)cc1NC(=O)c1ccco1	-3%	8%	4%	1.9%	?
Nc1c(CO)nnn1-c1ccccc1	-6%	-5%	1%	i	-12%
Cc1ccc(NC(=O)CN(C)C(=O)c2ccc(C(F)(F)F)cc2)cc1	-4%	0%	1%	i	15%
O=Cc1cccn1Cc1ccc(Cl)cc1Cl	3%	1%	8%	1.4%	13%
CCCCOC(=O)c1ccc(NC(=O)c2cc(Cl)ccc2OC)cc1	0%	-4%	62%	3.8%	?
CC(=O)c1ccc(N2CCN(S(=O)(=O)c3ccc(-c4cc(C)no4)s3)CC2)cc1	-3%	-2%	-7%	i	0%
N#C/C(=C\c1c[nH]c2ccc(Br)cc12)c1ccccn1	-14%	23%	7%	9.4%	22%
CN(C)/C=C/C(=O)c1ccccc1	-12%	-1%	-8%	0.2%	-5%
C[C@@H](C(=O)NNC(=O)c1ccc(Cl)cc1)N1C(=O)C2CC=CCC2C1=O (some centres undefined)	·	-9%	-4%	0.6%	3%
Cc1ccc2cc(C#N)c(NCCCNC(=O)C3CCCO3)nc2c1 (centres undefined)	-6%	-7%	0%	0.9%	16%
COc1ccc(S(=O)(=O)N2CCCN(S(=O)(=O)c3ccc(OC)c(C)c3)CC2)cc1C	-3%	-1%	-8%	3.1%	20%
Cc1nnc(NC(=O)CSc2ccc(-c3ccccn3)nn2)s1	-7%	·	9%	·	?
Cc1ccc(S(=O)(=O)CC(=O)NCc2ccccc2)cc1	-9%	6%	2%	0.3%	-2%
O=C(Cc1ccc(Cl)cc1Cl)Nc1ccc(OC(F)F)c(Cl)c1	-6%	-5%	38%	i	24%
CC1=CCC2C(=O)N(c3ccc(OC(=O)c4ccco4)cc3)C(=O)C2C1 (centres undefined)	-10%	11%	-12%	0.6%	55%
COc1ccc(-c2c(C#N)c(N)nc3c2CCc2ccccc2-3)cc1OC	4%	·	43%	·	27%
OC(c1ccc(Cl)cc1)c1nnc(-c2ccccc2)o1 (centres undefined)	0%	4%	14%	1.1%	?
C=CCNCCCCOc1cccc(Br)c1	-2%	8%	0%	0.1%	42%
O=C1CN(C(=S)NC(=O)c2ccccc2[N+](=O)[O-])CCN1	-10%	-6%	3%	i	-1%
NC1=NC(c2ccccc2)CC(=O)N1 (centres undefined)	·	-16%	·	0.1%	·
COc1ccc(C(=O)Nc2ccc(F)cc2F)cc1	10%	-9%	-7%	0.1%	-8%
COc1ccc(-c2cc(C(=O)Nc3ccccc3)on2)cc1	-6%	-5%	7%	i	51%
Cc1cc(-c2ccc(C)c(S(=O)(=O)NCCCN3CCN(c4ccccc4F)CC3)c2)on1	-10%	-5%	64%	2.4%	54%
COc1ccc(C)cc1NC(=O)C(OC(=O)CNC(=O)c1ccc(Oc2ccccc2)cc1)c1ccccc1 (centres undefined)	-6%	4%	20%	0.6%	34%
O=C(Nc1ccccc1C(=O)NCc1ccccc1)c1ccccc1	-9%	-4%	17%	2.1%	7%	inhibitors of VEEV 10K pilot screen=5.6
CCOC(=O)c1sc(NC(=O)CC(C)c2ccccc2)nc1C (centres undefined)	6%	2%	2%	i	8%
